Screening results (PubChem BioAssay)
HIF act: HIF pathway transcriptional activation. U2OS HRE-luciferase reporter, luminescence; normalized: DMSO 0%, desferrioxamine 100%. activation, % at 7.5 µM (by protocol). hit rate 0.32% among 300,000. AID 1910;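 active = mean activation of at least 10% of the iron chelator positive control signal, with at least half of replicates also reaching 10%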
HSF1 activator: increases HSF-1 driven luciferase reporter signal; NIH3T3-HGL HSF-1 luciferase reporter, MG132, 8 h; 100% = twice DMSO control signal; activation, % at 9 µM; hit rate 1.7% among 300,000; AID 504408;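 active = mean replicate activation of at least 50% with a set share of replicates each reaching 50%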;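 note: 0% = median of the neutral control wells and 100% = twice that signal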
AI-2 QS mod: modulators of Vibrio harveyi AI-2 quorum sensing system; hit rate 0.4% among 300,000; activity change, % at 7.5 µM; Vibrio harveyi JMH597 AI-2 luminescence/OD600 ratio, 9 h; active compounds read low; strain lacks LuxN and CqsS sensors; 0 = neutral-control median; in the data active = activity change below about -75%, passing the limit was not always enough;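 note: luminescence divided by OD600 gain over 9 h not by final OD600 alone; inactives centre near 13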
IEC-6 cytotox: counter-screen for KLF5 inhibitors: cytotoxicity in IEC-6 cells; IEC-6 cytotoxicity, luminescence viability; inhibition, % at 5 µM; hit rate 0.78% among 290,000; AID 1825; in the data active = inhibition above about 22%;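 note: 0% = plate median of test compound wells and 100% = cytotoxic reference compound wells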
Platelet DG rel: platelet dense granule release activity; human platelet-rich plasma, SFLLRN dense granule ATP release, luminescence; inhibition, %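 (compounds screened at 7.5 µM in platelet-rich plasma)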; hit rate 0.22% among 300,000; AID 1663;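 active = mean replicate score, as percent of positive control, at or above 50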
SKKanGAS inh: SKKanGAS growth inhibition | S. pyogenes SKKanGAS, kanamycin growth, BacTiter-Glo, 6 h | inhibition, % at 7.5 µM | hit rate 1.3% among 300,000;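 active = mean replicate score, as percent of positive control median, at least 50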;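 note: strain carries kanamycin resistance gene driven by streptokinase promoter and grows in 40 µg/ml kanamycin; loss of luminescence reflects streptokinase promoter inhibition or plain growth inhibition; 0% = median of DMSO wells and 100% = positive control at its reference dose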
KLF5 inh: inhibitors of KLF5 expression | DLD-1 KLF5 promoter-luciferase reporter, luminescence | inhibition, % at 5 µM | hit rate 0.23% among 290,000 | AID 1700;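 active = inhibition above a per-plate limit of that plate's mean compound inhibition plus 3 SD, cut at about 60% in these data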;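 note: 0% = DMSO wells and 100% = LY294002 at 200 µM; higher means less KLF5 promoter-driven luciferase light; inactives centre near -14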
HSF1 inhib: HSF1 inhibition | NIH3T3-HGL HSE-luciferase, MG132-induced, luminescence 8 h; active compounds read low | activity change, negative = inhibition, % at 7.5 µM (by protocol) | hit rate 0.77% among 300,000 | AID 2098;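 active = more than half of replicate wells show activity change below -50%, luminescence cut by over half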;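 note: luciferase reports HSF-1 transcriptional activity via heat shock element; 0% = median of DMSO wells and -100% = zero luminescence signal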
aSyn 5UTR inh: 5' untranslated region of α-synuclein, MLPCN primary screen. alpha-synuclein 5'UTR reporter, inhibitor activity. inhibition, % (tested at 7.5 µM). hit rate 0.82% among 300,000. AID 1813; in the data active = inhibition above about 60%;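 note: H4 neuroglioblastoma cells stably carrying SNCA 5'UTR luciferase fusion; 0% = DMSO wells and 100% = positive control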
HSP90 refold inh: inhibitors of HSP90 luciferase refolding in rabbit reticulocyte lysate | inhibition, % at 5.6 µM | hit rate 0.91% among 290,000 | luciferase refolding luminescence, 3 h;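 active = inhibition above the screen-wide mean plus 3 SD, computed separately per campaign, cut at about 16% in these data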;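 note: 0% = DMSO wells and 100% = 60 µM geldanamycin wells; inhibitors lower the luminescence because luciferase stays unfolded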
Numbers without * were called inactive; / = not tested or not shown.

cpd	smiles	HSF1 inhib	aSyn 5UTR inh	HSF1 activator	HSP90 refold inh	Platelet DG rel	KLF5 inh	HIF act	AI-2 QS mod	IEC-6 cytotox	SKKanGAS inh
1	Cc1ccc(C)c(CN2CCC(CNC(=O)CCc3nnc4ccc(N5CCCCC5)nn34)CC2)c1	1.9	18.6	3.0	-3.1	8.3	-43.9	-0.7	13.2	1.3	-3.0
2	COc1ccc(CC(=O)NNC(=O)c2cc(C)oc2C)cc1OC	-4.6	-0.5	0.2	/	-3.1	/	0.0	11.2	/	8.2
3	Cc1nc(N2CCN(C(=O)c3ccco3)CC2)c2c3c(sc2n1)CCCC3	-6.6	3.7	-3.1	-2.2	2.2	-5.3	-0.4	19.9	-0.3	8.2
4	Cc1nc(N2CCN(c3ccccc3)CC2)[nH]c(=O)c1C	0.0	1.3	2.1	-1.3	-5.5	-18.7	0.3	23.8	5.9	-4.6
5	N#C/C(=C\c1ccc(F)c(Cl)c1)S(=O)(=O)c1ccccn1	-4.4	16.3	-2.6	0.6	0.6	-13.5	-0.8	15.5	-8.0	2.0
6	COc1cccc(CNC(=O)c2cccc(Br)c2)c1	1.3	9.2	26.2	-1.8	8.8	-23.8	-1.7	-15.6	-0.5	1.5
7	O=C(CCc1ccccc1)NNC(=O)c1ccccc1Br	-5.4	-8.5	-0.7	2.5	0.7	-12.4	0.0	10.8	1.4	6.4
8	COc1cc(Nc2cc(C)nc3ncnn23)cc(OC)c1	-5.2	-3.2	10.1	-2.5	26.0	14.6	-0.1	7.2	3.3	1.5
9	Cc1cccc(C)c1NC(=O)CNC(=O)c1c(C)nn(-c2ccccc2)c1C	-1.3	-2.4	2.1	/	25.9	/	-0.4	22.6	/	3.8
10	CC1CC(C)CN(CCOc2ccc(Cl)cc2Cl)C1 (stereo not given)	-0.5	-12.4	16.2	1.7	-1.4	-4.3	1.0	3.3	0.4	4.3
11	CSC1=NCCN1C(=O)c1ccco1	-1.5	-4.8	-2.5	-0.3	5.3	-4.9	0.2	24.2	-1.4	-0.8
12	Cc1ccc2sc(N(CCCN(C)C)C(=O)c3ccc(S(=O)(=O)N4CCOCC4)cc3)nc2c1C	-0.7	-12.4	-0.4	/	/	/	0.6	13.1	/	0.0
13	CC(C)(C)n1ncc2c(=O)n(CC(=O)N3CCCC3)cnc21	-0.7	1.8	-4.8	-0.8	11.9	0.0	-1.1	-0.6	-1.6	-5.3
14	O=C(/C=C/c1cccc([N+](=O)[O-])c1)NCc1ccco1	-1.3	-19.1	9.8	0.2	18.2	-16.2	1.7	6.0	-3.2	1.3
15	Cc1c(C(=O)NCCc2ccc(Cl)cc2)sc2nc3n(c(=O)c12)CCC3	19.8	-44.6	34.3	-5.7	-1.2	-46.0	2.0	30.2	-3.1	-0.5
16	COc1ccc(/C=N/NC(=O)CN(C)S(=O)(=O)c2ccc(NC(C)=O)cc2)cc1	-59.6*	17.1	-67.2	-4.9	12.6	-19.6	-0.1	8.6	4.2	7.9
17	O=C1OC(NC(=O)c2ccccc2)C(n2cc(CO)nn2)=C1Cl (stereo not given)	-61.9*	4.6	-66.8	1.6	0.7	-1.6	-0.5	5.9	0.6	8.6
18	O=[N+]([O-])c1ccccc1S(=O)(=O)NCCSc1ccccc1	-5.1	1.0	10.8	8.7	5.8	-13.5	-0.2	-0.9	4.4	0.1
19	Cc1ccc(S(=O)(=O)Nc2nc3ccccc3s2)cc1	1.5	14.2	1.9	4.7	0.5	-26.1	0.6	17.0	7.4	5.5
20	COc1ccc(C2=CC(=O)N(Nc3ccccc3)C2=O)cc1	47.4	-19.0	72.5*	7.2	10.7	-26.7	-0.1	26.4	0.8	/
21	O=C(CSc1nnnn1-c1ccccc1)N1CCc2ccccc2C1	/	6.9	/	0.8	-3.3	-11.3	-0.2	13.1	5.9	/
22	Nc1ccc(C(=O)OCc2nc3ccccc3s2)cc1	4.5	-33.8	29.3	1.0	-4.8	0.7	1.2	1.0	6.0	-0.7
23	CCCN1C2CCCC1CC(NC(=O)c1ccccc1OC)C2 (stereo not given)	-8.3	-4.0	4.5	2.3	2.3	-27.3	0.1	-7.5	-0.2	2.4
24	Oc1ccc(O)c2c1C1c3ccccc3C2c2ccccc21	8.9	-25.9	15.2	-3.1	1.4	-21.9	0.6	1.1	-0.4	18.0
25	Cc1cc(NC(=O)CCCC(=O)NCc2ccccc2)no1	-14.1	-12.3	2.1	2.6	-9.1	-26.2	0.1	17.1	-0.7	-19.9
26	Cc1ccc(S(=O)(=O)N(C)C)cc1NC(=O)COC(=O)/C=C/c1ccc(F)cc1	-5.6	-2.4	0.3	/	3.5	/	-1.4	35.2	/	-5.9
27	COc1ccc(N2CCN(CCCNC(=O)C3(S(=O)(=O)c4ccc(Cl)cc4)CC3)CC2)cc1	-7.9	20.7	5.0	-0.5	2.7	-15.9	0.1	26.6	-6.5	3.4
28	Cc1ccc(/C(N)=N/OC(=O)c2ccc3c(c2)OCO3)cc1	3.6	-56.4	27.2	-1.9	0.2	-87.4	2.0	17.1	5.1	-0.7
29	COc1ccc(N/C=C\C(=O)c2ccc3c(c2)OCO3)cc1OC	-5.3	-41.2	-3.7	0.3	16.8	-11.8	0.8	12.9	-5.1	-4.3
30	Cc1ccccc1NC(=O)Cn1c(=O)sc2ccccc21	-1.9	-0.8	-6.4	0.3	-7.7	-11.4	-0.4	12.0	0.0	-0.7
31	COc1cccc(C(=O)Nc2ccc(NC(=O)C3CCCCC3C(=O)O)cc2)c1 (stereo not given)	-0.7	-9.3	-5.2	-3.0	3.0	-2.0	0.3	26.6	-5.0	2.2
32	CCOC(=O)C1=C(C)NC2(O)c3ccccc3C(=O)C12O (stereo not given)	-0.8	-0.4	4.8	-2.0	-2.1	-8.6	-5.7	30.7	-5.5	1.9
33	O=Cc1c(-c2ccccc2)nc2ccccn12	4.0	-18.0	10.5	-1.1	-11.7	-15.8	0.1	13.8	-8.3	-11.6
34	CC(C)(C)NC(=O)COC(=O)c1cc(S(=O)(=O)N2CCCCC2)ccc1N1CCOCC1	-8.1	-3.5	-19.4	1.0	-1.2	9.0	-0.4	-4.1	-2.0	2.2
35	CCN(CC)S(=O)(=O)c1cccc(C(=O)NCC2CCCCC2)c1	8.5	-6.0	-5.6	0.5	7.6	-13.8	-0.4	5.4	4.9	-7.7
36	COc1ccc(C(=O)N2CCN(CCNC(=O)C(=O)Nc3ccc(Br)cc3)CC2)cc1	1.0	26.6	-0.4	1.7	-4.4	-4.4	0.1	7.4	1.1	-4.6
37	O=C(O)C1CCCN(S(=O)(=O)Cc2ccccc2)C1 (stereo not given)	-5.7	4.8	-12.6	-3.5	1.9	-7.6	-2.0	30.6	0.0	1.9
38	CN(C)S(=O)(=O)N1CCN(S(=O)(=O)c2ccc(F)cc2)CC1	-9.8	7.3	-1.7	-1.7	5.4	-4.9	0.1	16.8	-3.7	-1.9
39	CC(=O)NC(=O)COC(=O)c1ccc2ncsc2c1	-5.7	-26.3	3.8	6.2	0.6	-17.2	0.8	10.1	-0.3	-1.0
40	CCOC(=O)C1CCCN(c2ncnc3c2cnn3-c2ccc(Cl)cc2)C1 (stereo not given)	-22.7	5.4	-36.1	2.9	-0.7	-36.4	-1.6	16.9	-2.7	-0.3
41	O=C(COc1ccc(Cl)cc1)NNC(=O)c1ccc2c(=O)n3c(nc2c1)CCC3	2.1	-8.4	-3.4	/	24.0	/	0.1	14.5	/	-0.1
42	Cc1cc2cc(CNS(=O)(=O)N(C)C)ccc2[nH]1	-3.1	-6.4	-10.1	-3.6	0.9	9.6	-0.3	21.1	2.3	0.6
43	COC(=O)C1=CN(Cc2ccc(OC)c(OC)c2)C=C(C(=O)OC)C1c1cccs1	-0.5	17.8	18.9	1.1	11.5	-41.6	0.2	23.8	-2.7	-4.2
44	N#CCC(=O)Nc1ncc(Cc2ccccc2Cl)s1	4.0	23.3	-5.2	-4.8	1.0	-32.4	0.2	5.0	1.8	2.2
45	CC1CCCN(C(C(=O)Nc2ccc(C(C)C)cc2)c2ccc3c(c2)OCO3)C1 (stereo not given)	4.9	9.8	23.6	0.2	1.0	-13.2	-0.3	18.7	4.3	4.5
46	c1ccc(Nc2ccc(-n3ccnc3)nn2)cc1	-2.7	-20.9	-11.2	5.5	2.1	-7.7	-0.2	15.8	5.3	-0.6
47	N#CCOC(=O)/C=C/c1ccc2c(c1)OCO2	-9.9	0.6	-5.4	2.8	-7.7	-3.6	0.9	-2.2	-2.5	0.0
48	CCOc1ccc(N2C(=O)CC(N(CCc3ccccc3)C(=O)/C=C/C(=O)O)C2=O)cc1 (stereo not given)	1.6	25.2	3.3	-6.2	2.0	-33.5	-0.2	-0.4	-0.9	0.0
49	CCCCCCC1CC(CC(=O)Nc2ccc([N+](=O)[O-])cc2)C(=O)O1 (stereo not given)	3.8	-3.6	17.9	-2.0	8.4	-8.2	-0.8	15.1	-1.5	5.7
50	CCN(CC(=O)NC1CCS(=O)(=O)C1)c1nc(-c2cccnc2)nc2ccccc12 (stereo not given)	-5.7	20.7	-14.9	2.2	-5.0	0.8	0.0	10.3	2.9	-4.7
51	COc1ccc(OC)c(C(=O)c2ccc(C(=O)Nc3cccc4ccccc34)cc2)c1	9.6	27.1	23.3	-0.2	-11.7	-14.9	-0.1	24.9	2.2	0.8
52	Cn1nnnc1SCC(=O)Nc1cccc(S(=O)(=O)N2CCCC2)c1	3.9	2.0	-5.8	-3.6	-1.9	-17.2	0.2	23.0	-3.2	-5.7
53	O=C(O)C1C2C=CC(C2)C1C(=O)N1CCN(CCO)CC1 (stereo not given)	-5.4	1.6	0.3	2.9	-0.6	-7.8	-0.8	5.7	-1.0	-0.5
